ROMK mod: modulators of human ROMK potassium channel; Tet-inducible ROMK, thallium flux fluorescence; actives lie on both sides; 130,000 compounds, 2% hits; P48048; B-score at 10 µM;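 active = signal ratio slope over the read window, or its plate-corrected B-score, at least 3 SD from the plate mean, either direction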;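 note: B-score of the F/F0 ratio slope over 7 to 12 s after thallium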
bIAP act: increases bovine intestinal alkaline phosphatase activity | purified bovine IAP, CDP-star luminescence, 30 min; hits give high values; fold of DMSO-control signal, blank-subtracted | activation factor at 20 µM | 200,000 compounds, 0.17% hits | AID 1016;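 active = activation factor of 2 or more at 20 µM, a signal rise over negative controls twice the positive control's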
SRC2 TRFRET art: counter-screen for PPARgamma SRC-2 recruitment agonists: TR-FRET artefact; TR-FRET ratio at 8 µM; 200,000 compounds, 0.4% hits; hits give high values; in the data active = TR-FRET ratio above about 2000; note: inactives centre near 1500
STAT1 blocker: inhibitors of IFN-gamma induced STAT1 signaling | NIH 3T3 STAT1-luciferase reporter, luminescence | inhibition, % at 5.5 µM | 200,000 compounds, 0.35% hits | AID 920;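 active = inhibition above a set limit, the mean inhibition across all tested compounds plus 3 SD, cut at about 34% in these data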;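 note: 0% = IFN-gamma with DMSO and 100% = IFN-gamma with 300 µM nifuroxazide; values of inactives mirror those of a sister screen read the other way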
STAT3 inh: STAT3 signaling inhibition; U3A cells, IL-6 STAT3-luciferase reporter, luminescence; host cell line lacks STAT1; inhibition, % at 5.5 µM; 190,000 compounds, 0.89% hits; AID 862;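 active = inhibition above the mean inhibition across all screened compounds plus 3 SD, cut at about 44% in these data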;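 note: 0% = DMSO only wells and 100% = 100 µM nifuroxazide control wells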
STAT3 activator: increases IL-6 driven STAT3 reporter signal; U3A cells, IL-6 STAT3-luciferase reporter, luminescence; 100% = signal with IL-6 EC80 alone; activation (% of control), % at 5.6 µM; 190,000 compounds, 0.91% hits; AID 871;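 active = activation above the screen-wide mean of compound activation plus 3 SD, cut at about 130% in these data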;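 note: 0% = background luminescence of wells with medium and substrate only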
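System – human U3A cells carrying STAT3-luciferase construct · Probe or stimulus – Interleukin-6, 33 ng/mL · Schedule – compound 1 h, then IL-6 6 h at 37 °C · Signal – luminescence from STAT3-driven luciferase reporter · Evaluation – percent of IL-6-only median luminescence · Benchmarks – IL-6-only high control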
PPARg SRC-1 ag: agonists of human PPARgamma SRC-1 coactivator recruitment | P37231 | PPARgamma-SRC-1 coactivator recruitment biochemical assay | activation, % at 8 µM | 200,000 compounds, 0.41% hits; in the data active = activation above about 19%;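 note: 0% = DMSO and 100% = reference agonist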
Target sequence (P37231 whole entry, looked up): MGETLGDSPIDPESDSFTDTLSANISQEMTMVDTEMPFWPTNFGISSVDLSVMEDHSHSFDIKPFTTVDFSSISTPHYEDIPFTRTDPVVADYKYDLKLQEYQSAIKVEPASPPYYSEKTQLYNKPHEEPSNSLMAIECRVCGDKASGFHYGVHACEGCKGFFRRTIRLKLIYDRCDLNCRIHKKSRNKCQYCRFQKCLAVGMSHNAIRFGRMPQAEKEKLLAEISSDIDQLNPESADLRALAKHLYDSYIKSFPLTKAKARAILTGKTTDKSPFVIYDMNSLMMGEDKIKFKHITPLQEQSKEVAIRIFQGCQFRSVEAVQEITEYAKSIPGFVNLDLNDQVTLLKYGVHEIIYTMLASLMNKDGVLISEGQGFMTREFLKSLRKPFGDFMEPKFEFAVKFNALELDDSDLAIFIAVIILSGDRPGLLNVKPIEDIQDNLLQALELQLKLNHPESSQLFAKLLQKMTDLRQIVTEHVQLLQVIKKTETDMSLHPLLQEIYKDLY
PPARg SRC-3 ag: agonists of human PPARgamma SRC-3 coactivator recruitment. activation, % at 8 µM. P37231. biochemical PPARgamma/SRC-3 coactivator recruitment assay. AID 731. 200,000 compounds, 0.26% hits; in the data active = activation above about 23%;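 note: 0% = DMSO and 100% = reference agonist; some compounds past the cut are filed as inactive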
TNAP act hiacc: activators of human TNAP at high phosphate acceptor concentration | P05186 | purified TNAP, CDP-star luminescence, 1 M DEA, 30 min; hits give high values; 0 = EDTA background, 1 = DMSO-only activity | activation factor at 20 µM | 200,000 tested, under 10 active | AID 1136;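 active = activation factor at least 2 at 20 µM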
Target sequence (P05186 whole entry, looked up): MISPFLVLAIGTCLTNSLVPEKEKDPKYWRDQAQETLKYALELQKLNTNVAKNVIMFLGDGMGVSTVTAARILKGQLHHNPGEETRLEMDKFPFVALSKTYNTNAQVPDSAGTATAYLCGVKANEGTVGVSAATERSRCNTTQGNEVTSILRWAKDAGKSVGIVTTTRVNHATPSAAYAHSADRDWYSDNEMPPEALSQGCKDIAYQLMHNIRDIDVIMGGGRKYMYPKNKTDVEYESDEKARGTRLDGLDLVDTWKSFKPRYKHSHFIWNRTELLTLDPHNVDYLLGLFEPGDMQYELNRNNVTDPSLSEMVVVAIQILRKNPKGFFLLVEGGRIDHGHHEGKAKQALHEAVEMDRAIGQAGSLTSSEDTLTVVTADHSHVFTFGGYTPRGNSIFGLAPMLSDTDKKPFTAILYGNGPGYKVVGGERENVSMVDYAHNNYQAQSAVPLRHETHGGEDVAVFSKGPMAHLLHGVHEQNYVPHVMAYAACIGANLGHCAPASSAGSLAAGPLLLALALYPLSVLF
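Assay system: human TNAP; Input: enzyme diluted 1/800 final; Reagent: CDP-star luminogenic substrate at 100 µM final; Timing: 30 min, room temperature; Signal: luminescence; Evaluation: TNAP activation factor scaled between EDTA and DMSO control wells.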
PPARg SRC-2 ag: PPARgamma-driven SRC-2 recruitment agonism; P37231; PPARgamma LBD-SRC-2 recruitment, biochemical; activation, % at 8 µM; 200,000 compounds, 0.34% hits; AID 1032; in the data active = activation above about 22%;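 note: 0% = vehicle and 100% = reference agonist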
bIAP inhibitor: intestinal alkaline phosphatase (bovine) inhibition | purified bovine IAP, CDP-star luminescence, 30 min | inhibition, % at 20 µM | 190,000 tested, under 10 active | AID 1019;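 active = over 50% inhibition of intestinal alkaline phosphatase at 20 µM in the single-dose screen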
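Incubation: 30 min reaction at room temperature / Material: purified bovine intestinal alkaline phosphatase (IAP) enzyme / Input: enzyme at 1/65,000,000 dilution / Dosing: 20 µM single dose / Signal: CDP-star luminescence signal / Reagent: CDP-star chemiluminescent phosphatase substrate, 30 µM final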
Numbers without * were called inactive; / = not tested or not shown.

SMILES | ROMK mod | bIAP act | SRC2 TRFRET art | STAT1 blocker | STAT3 inh | STAT3 activator | PPARg SRC-1 ag | PPARg SRC-3 ag | TNAP act hiacc | PPARg SRC-2 ag | bIAP inhibitor
CCN=C(NCC)SC1CC(=O)N(c2ccc(OC)cc2)C1=O (stereo unspecified) | / | 1 | 1627 | 9 | 2 | 100 | 7 | 3 | 1.1 | 1 | 1
O=C1CC(c2c[nH]c3ccccc23)C(=O)N1 (stereo unspecified) | / | 0.9 | 1524 | 6 | -9 | 111 | -2 | -1 | 1 | -2 | 13
COc1ccc(CNC(=O)COC(=O)/C=C/c2cccs2)cc1 | 0.5 | 1 | 1476 | 9 | 7 | 93 | 1 | 1 | 1 | 5 | 3
C[C@@H]1CN(CCCn2c3ccccc3c3ccccc32)C[C@H](C)N1 | / | 1 | 1407 | / | / | / | 2 | 0 | 1.1 | -4 | 0
COc1cc(/C=N/NC(=O)c2ccc(-n3cccc3)cc2)ccc1O | 1.3 | 1 | 1612 | -15 | -21 | 119 | 10 | 7 | 1 | 8 | -1
CCCCCCNc1nc(NCc2ccco2)nc(OCC)n1 | 0.19 | 0.8 | 1420 | 1 | -12 | 107 | -1 | -3 | 1 | 0 | 19
O=C(NCCCN1CCN(CCCNC(=O)c2cccc([N+](=O)[O-])c2)CC1)c1cccc([N+](=O)[O-])c1 | / | 0.9 | 1542 | -10 | 4 | 96 | -6 | -3 | 1 | -3 | 11
NC(=S)Nc1nc2ccccc2s1 | 0.15 | 1.1 | 1438 | -40 | -55 | 155* | 4 | -4 | 1 | 11 | -7
O=C(CN(Cc1ccc2c(c1)OCO2)C(=O)CNC(=O)c1ccco1)NC1CCCCC1 | / | 1 | 1483 | -5 | 5 | 100 | 2 | -2 | 1.1 | 2 | 4
CC(C)(C)SCCNC(=O)Nc1ccccc1 | / | 1.1 | 1725 | -5 | 13 | 91 | 7 | 7 | 1 | 3 | -8
CC1(c2ccc(OC(F)F)cc2)NC(=O)N(/N=C/c2c(O)ccc3ccccc23)C1=O (stereo unspecified) | / | 1 | 1597 | 2 | -7 | 108 | 8 | 5 | 1 | 1 | -1
NC(=O)c1nn(-c2ccccc2)c(=O)cc1O | / | 0.9 | 1651 | 3 | 9 | 93 | -1 | -3 | 1.1 | 6 | 9
CC1(C)N=C(/C=N/O)CN1O | / | 0.9 | 1479 | 9 | -2 | 102 | 2 | -3 | 1.1 | 6 | 9
CC(=O)Nc1cccc2c1OCCO2 | 1 | 0.9 | 1538 | -1 | 0 | 105 | -6 | 7 | 1 | 6 | 6
COc1ccc(C(=O)/C=C/C(=O)N(CC(=O)NC2CCCCC2)Cc2ccc(F)cc2)c(O)c1 | -0.21 | 1.1 | 1505 | 5 | -8 | 112 | 3 | 15 | 1 | 4 | -8
CC(C)(/C=N/O)/[N+]([O-])=C/c1ccccc1C(F)(F)F | 1.1 | 1 | 1425 | -2 | 11 | 96 | 6 | -7 | 1 | 3 | 3
O=C(O)/C=C\C(=O)Nc1cccc(C(=O)Nc2cccc(O)c2)c1 | -0.0049 | 1 | 1702 | 4 | -3 | 107 | 4 | -2 | 1 | 0 | 0
COc1cccc(N(C(=O)c2nc3nccc(C)n3n2)c2nc3ccccc3s2)c1 | / | 0.5 | 1382 | -81 | 1 | 102 | -4 | -4 | 1 | 0 | 46
CCCCn1c(=O)c(Cc2ccccc2)c(O)c2ccccc21 | 0.74 | 1 | 1490 | -3 | 2 | 103 | 7 | -3 | 1 | 3 | 0
CCOc1ccc(OCC)c(NC(=O)Nc2ccc3c(c2)N(C)C(=O)CS3)c1 | / | 1.5 | 1516 | 5 | 3 | 102 | 2 | 7 | 1 | 17 | -45
CC(=O)Nc1ccc(NC(=O)c2ccc([N+](=O)[O-])cc2Cl)cc1 | -0.21 | 1.1 | 1705 | -1 | 4 | 98 | 2 | 0 | 1 | 8 | -12
CCn1c(SCC(=O)c2cc(OC)ccc2OC)nnc1C(C)C | / | 1 | 1457 | 3 | 4 | 101 | 6 | -3 | 1.1 | -9 | -5
CC(=O)NC(O)C(=O)c1ccco1 (stereo unspecified) | 0.4 | 1 | 1575 | 1 | -13 | 114 | 3 | 3 | 1 | 1 | 2
Cc1ccc(-c2c(C)n([O-])c3c([n+]2=O)CCC3)cc1 | / | 1 | 1486 | 3 | -5 | 107 | 9 | 2 | 1 | 5 | -3
COc1ccc(CCNC(=O)c2cnn3c(C(F)F)cc(C)nc23)cc1OC | / | 0.9 | 1767 | 2 | 11 | 98 | 0 | 7 | 1.1 | 2 | 6

STAT3 activator: what is marked active above
canonical_smiles | ROMK mod | bIAP act | STAT1 blocker | STAT3 activator | PPARg SRC-1 ag | PPARg SRC-3 ag | TNAP act hiacc | PPARg SRC-2 ag | bIAP inhibitor
NC(=S)Nc1nc2ccccc2s1 | 0.15 | 1.1 | -40 | 155* | 4 | -4 | 1 | 11 | -7

Continuation:
SMILES | ROMK mod | bIAP act | SRC2 TRFRET art | STAT1 blocker | STAT3 inh | STAT3 activator | PPARg SRC-1 ag | PPARg SRC-3 ag | TNAP act hiacc | PPARg SRC-2 ag | bIAP inhibitor
CCCCC(=O)NC1(C(F)(F)F)C(=O)N(Cc2ccco2)C(C)=C1C(=O)OC (stereo unspecified) | / | 0.9 | 1412 | -1 | 1 | 101 | 4 | 10 | 1 | 4 | 6
Cc1ccc(N(C(=O)c2ccc(S(=O)(=O)N3CCOCC3)cc2)C2C=CS(=O)(=O)C2)cc1C (stereo unspecified) | -0.77 | 1.1 | 1486 | -1 | 10 | 97 | 3 | 3 | 1 | 1 | -12
COc1ccc(Cc2nc3ccccc3n2C)cc1 | -0.026 | 0.8 | 1502 | -3 | 13 | 96 | -1 | 1 | 1 | -8 | 16
COc1ccc(C2=NN(c3ccccc3)C(c3cn(CCC(=O)O)nc3-c3ccccc3)C2)cc1 (stereo unspecified) | 0.73 | 1.1 | 1630 | -20 | -8 | 110 | 0 | -3 | 1.1 | 7 | -13
Cc1nn(C)c(C)c1CNC(=O)c1nn2c(c1Cl)NC(c1cccs1)CC2C(F)(F)F (stereo unspecified) | / | 1 | 1502 | 15 | 12 | 89 | 2 | 6 | 1 | 0 | 2
C(=N\Nc1nc(Nc2ccccc2)nc(Nc2ccccc2)n1)/c1cccnc1 | 0.83 | 1 | 1660 | -15 | -23 | 119 | -4 | 0 | 1.1 | -17 | -2
CC(NCc1cccs1)C(=O)NC1CCCCC1 (stereo unspecified) | 0.16 | 0.9 | 1367 | -2 | -2 | 102 | -7 | 0 | 1 | 2 | 6
Nc1nnc(-c2cccnc2)s1 | / | 0.9 | 1805 | -2 | 0 | 105 | 6 | 8 | 1 | 4 | 9
CCOC(=O)C1CCN(C(=O)COC(=O)c2cccc(F)c2)CC1 | 0.42 | 0.9 | 1855 | -1 | 5 | 100 | 0 | 5 | 1 | 7 | 6
O=C(CNC(=O)c1cccs1)OCC(=O)c1ccccc1 | 1.3 | 0.9 | 1500 | -2 | 6 | 101 | 5 | -2 | 1 | 7 | 11
CSc1nsc(SC)c1NC(=O)OC1CCCCC1 | / | 0.5 | 1343 | 0 | 1 | 101 | -6 | 4 | 1 | -3 | 49
CC(NS(=O)(=O)c1ccc(Cl)cc1)C(=O)NCCC1=CCCCC1 (stereo unspecified) | -0.44 | 0.9 | 1736 | 5 | 7 | 104 | 6 | 3 | 1 | 4 | 7
CCCS(=O)(=O)C(=C1Nc2ccccc2N1)S(=O)(=O)CCC | 0.69 | 0.9 | 1676 | 10 | -2 | 106 | -1 | -2 | 1 | 6 | 9
CCCCCCC1/C(=N/O)CCC1C(=O)OC (stereo unspecified) | -0.53 | 0.9 | 1467 | 14 | 8 | 96 | 1 | -4 | 1 | -6 | 15
O=C(NN=C1CCCCCCCCCCC1)c1ccncc1 | / | 1 | 1446 | -8 | 5 | 97 | 0 | -2 | 1.1 | -2 | 4
CC(/C=N/n1c(-c2cccnc2)n[nH]c1=S)=C\c1ccccc1 | / | 1 | 1573 | -2 | 32 | 82 | -2 | -6 | 1 | 11 | 4
CC(=O)c1cn(CC(=O)Nc2ccccc2)c2ccccc12 | / | 1 | 1393 | 19 | 34 | 73 | 0 | 6 | 1 | 0 | 0
Cc1cc(-c2ccco2)n2c(nc3ccccc32)c1C#N | -0.29 | 1.1 | 1576 | -2 | 6 | 101 | -2 | 0 | 1 | -2 | -6
COc1ccc(NC(=O)Cn2nnc(-c3ccccc3F)n2)cc1Cl | / | 0.9 | 1415 | 1 | -3 | 105 | -5 | -5 | 1 | 2 | 8
N#CCSc1nc(Nc2ccc3c(c2)OCO3)c2ccccc2n1 | -0.077 | 1 | 1581 | -11 | 24 | 82 | 12 | -16 | 1.1 | -1 | 3
CC(=O)Nc1ccc(C(=O)OCC(=O)N(C)C2CCCCC2)cc1 | -0.14 | 1.1 | 1575 | 8 | 10 | 96 | -1 | 3 | 1 | 5 | -6
O=C(c1ccccc1Oc1ccc(C(F)(F)F)cc1[N+](=O)[O-])N1CCOCC1 | / | 1.4 | 1616 | 13 | 0 | 102 | -5 | -1 | 1 | 1 | -40
N#Cc1cc2c(nc1SCC(O)CS(=O)(=O)Cc1ccccc1)CCCC2 (stereo unspecified) | -1.1 | 0.7 | 1781 | 14 | 13 | 92 | 9 | 12 | 1 | 1 | 27

2 records drawn at random from those above, as already listed:
SMILES | ROMK mod | bIAP act | SRC2 TRFRET art | STAT1 blocker | STAT3 inh | STAT3 activator | PPARg SRC-1 ag | PPARg SRC-3 ag | TNAP act hiacc | PPARg SRC-2 ag | bIAP inhibitor
NC(=S)Nc1nc2ccccc2s1 | 0.15 | 1.1 | 1438 | -40 | -55 | 155* | 4 | -4 | 1 | 11 | -7
CC(/C=N/n1c(-c2cccnc2)n[nH]c1=S)=C\c1ccccc1 | / | 1 | 1573 | -2 | 32 | 82 | -2 | -6 | 1 | 11 | 4

A portion of the results above, for reference:
SMILES | ROMK mod | bIAP act | SRC2 TRFRET art | STAT1 blocker | STAT3 inh | STAT3 activator | PPARg SRC-1 ag | PPARg SRC-3 ag | TNAP act hiacc | PPARg SRC-2 ag | bIAP inhibitor
CCN=C(NCC)SC1CC(=O)N(c2ccc(OC)cc2)C1=O (stereo unspecified) | / | 1 | 1627 | 9 | 2 | 100 | 7 | 3 | 1.1 | 1 | 1
O=C1CC(c2c[nH]c3ccccc23)C(=O)N1 (stereo unspecified) | / | 0.9 | 1524 | 6 | -9 | 111 | -2 | -1 | 1 | -2 | 13
COc1ccc(CNC(=O)COC(=O)/C=C/c2cccs2)cc1 | 0.5 | 1 | 1476 | 9 | 7 | 93 | 1 | 1 | 1 | 5 | 3
C[C@@H]1CN(CCCn2c3ccccc3c3ccccc32)C[C@H](C)N1 | / | 1 | 1407 | / | / | / | 2 | 0 | 1.1 | -4 | 0

Bioassay records as filed in PubChem.
